GSK3 alpha inh – inhibitors of human GSK-3 alpha kinase; ADP-Glo luminescence, 60 min; inhibition, % at 10 µM; 320,000 compounds, 0.1% hits; AID 2650;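 in the data active = inhibition above about 50%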;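 also: GST-tagged GSK-3 alpha with peptide substrate and 25 µM ATP; 0% = DMSO neutral wells and 100% = GW8510 positive control wells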
Target sequence (P49840 whole entry, looked up): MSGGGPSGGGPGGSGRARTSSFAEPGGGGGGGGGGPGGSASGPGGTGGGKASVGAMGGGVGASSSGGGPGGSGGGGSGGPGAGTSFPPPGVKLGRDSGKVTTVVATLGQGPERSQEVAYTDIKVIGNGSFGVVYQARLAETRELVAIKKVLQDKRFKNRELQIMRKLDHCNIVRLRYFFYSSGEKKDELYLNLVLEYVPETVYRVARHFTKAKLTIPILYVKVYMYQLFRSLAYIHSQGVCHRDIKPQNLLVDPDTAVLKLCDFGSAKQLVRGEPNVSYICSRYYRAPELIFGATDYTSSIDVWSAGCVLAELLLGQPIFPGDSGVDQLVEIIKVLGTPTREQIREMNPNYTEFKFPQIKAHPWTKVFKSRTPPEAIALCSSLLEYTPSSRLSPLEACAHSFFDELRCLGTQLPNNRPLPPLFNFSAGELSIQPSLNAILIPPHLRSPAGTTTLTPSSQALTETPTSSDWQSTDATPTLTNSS
AI-2 QS mod – Vibrio harveyi AI-2 quorum sensing modulation; 300,000 compounds, 0.4% hits; activity change, % at 7.5 µM; Vibrio harveyi JMH597 AI-2 luminescence/OD600 ratio, 9 h; stronger effect = lower value; strain lacks LuxN and CqsS sensors; 0 = neutral-control median; in the data active = activity change below about -75%, passing the limit was not always enough; inconclusive = no clear call, values can overlap the other calls;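 also: luminescence divided by OD600 gain over 9 h not by final OD600 alone; inactives centre near 13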
KLF5 inh – inhibitors of KLF5 expression | inhibition, % at 5 µM | DLD-1 KLF5 promoter-luciferase reporter, luminescence | 290,000 compounds, 0.23% hits | AID 1700;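 active = inhibition above a per-plate limit of that plate's mean compound inhibition plus 3 SD, cut at about 60% in these data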;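 also: 0% = DMSO wells and 100% = LY294002 at 200 µM; higher means less KLF5 promoter-driven luciferase light; inactives centre near -14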
IEC-6 tox – IEC-6 cytotoxicity, counter-screen for KLF5 inhibitors | luminescence viability | inhibition, % at 5 µM | 290,000 compounds, 0.78% hits; in the data active = inhibition above about 22%;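 also: 0% = plate median of test compound wells and 100% = cytotoxic reference compound wells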
HIF act – HIF pathway transcriptional activation; U2OS HRE-luciferase reporter, luminescence; normalized: DMSO 0%, desferrioxamine 100%; activation, % at 7.5 µM (by protocol); 300,000 compounds, 0.32% hits;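 active = mean activation of at least 10% of the iron chelator positive control signal, with at least half of replicates also reaching 10%; inconclusive = mean and replicate majority disagree about reaching 10%; inactive = mean and most replicates under 10%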
HSP90 inh – HSP90 refolding inhibition in rabbit reticulocyte lysate; luciferase refolding luminescence, 3 h; inhibition, % at 5.6 µM; 290,000 compounds, 0.91% hits;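 active = inhibition above the screen-wide mean plus 3 SD, computed separately per campaign, cut at about 16% in these data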;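 also: 0% = DMSO wells and 100% = 60 µM geldanamycin wells; inhibitors lower the luminescence because luciferase stays unfolded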
HSF1 inh – HSF1 inhibition | activity change, negative = inhibition, % at 7.5 µM (by protocol) | 300,000 compounds, 0.77% hits | NIH3T3-HGL HSE-luciferase, MG132-induced, luminescence 8 h; stronger effect = lower value;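 active = more than half of replicate wells show activity change below -50%, luminescence cut by over half; inconclusive = some wells, but at most half, below -50%; inactive = no replicate well below -50%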;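 also: luciferase reports HSF-1 transcriptional activity via heat shock element; 0% = median of DMSO wells and -100% = zero luminescence signal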
HSF-1 act – increases HSF-1 driven luciferase reporter signal | 300,000 compounds, 1.7% hits | NIH3T3-HGL HSF-1 luciferase reporter, MG132, 8 h; 100% = twice DMSO control signal | activation, % at 9 µM | AID 504408;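 active = mean replicate activation of at least 50% with a set share of replicates each reaching 50%; inconclusive = only one of those two conditions met; inactive = mean below 50% and too few replicates reaching it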;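 also: 0% = median of the neutral control wells and 100% = twice that signal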
GSK3B inh – human GSK3beta kinase inhibition. AID 2097. GST-GSK3beta kinase, ADP-Glo luminescence, 60 min; stronger effect = lower value. activity score (negative = inhibition), % at 10 µM. P49841. 300,000 compounds, 0.038% hits;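 active = more than half of replicate wells score below -50%, meaning over 50% inhibition versus plate controls; inconclusive = some replicates but at most half score below -50%; inactive = no replicate scores below -50%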;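 also: 0% = median DMSO wells and -100% = median GW8510 positive control wells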
Target sequence (P49841 whole entry, looked up): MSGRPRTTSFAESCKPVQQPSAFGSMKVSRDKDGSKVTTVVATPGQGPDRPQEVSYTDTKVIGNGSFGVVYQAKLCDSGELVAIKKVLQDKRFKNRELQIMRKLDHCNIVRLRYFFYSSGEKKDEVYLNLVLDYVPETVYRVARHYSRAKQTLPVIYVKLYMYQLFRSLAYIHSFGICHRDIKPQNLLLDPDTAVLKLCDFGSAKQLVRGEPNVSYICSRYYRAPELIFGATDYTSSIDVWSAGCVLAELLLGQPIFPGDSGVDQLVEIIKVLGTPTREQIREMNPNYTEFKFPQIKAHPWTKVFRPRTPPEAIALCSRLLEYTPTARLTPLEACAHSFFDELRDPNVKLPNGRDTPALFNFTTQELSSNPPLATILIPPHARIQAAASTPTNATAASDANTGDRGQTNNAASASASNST
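Test system: GST-tagged human GSK3beta kinase, cell-free; evaluation: activity score scaled between in-plate DMSO and GW8510 controls; measured by: ADP-Glo luminescence; incubation: 60 min reaction, RT; benchmarks: DMSO and 20 µM GW8510; reagent: peptide substrate plus 25 µM ATP (final); medium: Tris/MgCl2 kinase buffer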
aSyn UTR inh – 5' untranslated region of α-synuclein, MLPCN primary screen | alpha-synuclein 5'UTR reporter, inhibitor activity | inhibition, % (tested at 7.5 µM) | 300,000 compounds, 0.82% hits; in the data active = inhibition above about 60%; inconclusive = no clear call, values can overlap the other calls;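 also: H4 neuroglioblastoma cells stably carrying SNCA 5'UTR luciferase fusion; 0% = DMSO wells and 100% = positive control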
* hit, by the source's call; ? = inconclusive; · = not tested or not shown.

SMILES | GSK3 alpha inh | AI-2 QS mod | KLF5 inh | IEC-6 tox | HIF act | HSP90 inh | HSF1 inh | HSF-1 act | GSK3B inh | aSyn UTR inh
COc1ccc(/C(O)=C2/C(=O)C(=O)N(CCN(C)C)C2c2cccnc2)cc1C (stereo unspecified) | -1 | 24 | 2 | 3 | -19 | 0 | -2 | -2 | -1 | 11
CCOC(=O)c1c(NC(=O)c2ccncc2)sc(C)c1C | -1 | 3 | -14 | -5 | -0.1 | -2 | 3 | 7 | 2 | 26
O=C1c2ccccc2C(=O)N1CCCn1nnc(-c2ccc(N3CCOCC3)cc2)n1 | -2 | 17 | -18 | 0 | -0.1 | 5 | -8 | -2 | -1 | 5
N#C/C(=C\c1ccc(OC(=O)c2ccccn2)cc1)C(N)=O | 10 | 20 | -35 | -3 | 0.8 | 7 | -3 | 6 | -18 | -19
NCCNC(=O)c1c(O)c2cccc3c2n(c1=O)CCC3 | 10 | 2 | -22 | 6 | -0.1 | 1 | -8 | -13 | -1 | 3
COc1cc(C(=O)NCCCNc2nc3cc(C)cc(C)c3cc2C#N)cc(OC)c1OC | 6 | 14 | 12 | 13 | 0.0 | 1 | -3 | 4 | 2 | 25
Cn1c(C(=O)NCCC2=CCCCC2)cc2c(=O)n3ccccc3nc21 | · | 30 | -16 | 3 | 5.3 | 1 | 12 | 20 | 1 | -70
CCn1c(SCC(=O)N2CCCc3ccccc32)nc2c(c1=O)SC(C)C2 (stereo unspecified) | 0 | · | -25 | -3 | · | 5 | · | · | · | ·
CCN(CC)S(=O)(=O)c1cccc(C(=O)N/N=C/c2ccc(N3CCOCC3)cc2)c1 | -9 | 7 | -3 | 1 | -0.2 | -1 | -8 | -3 | 0 | -7
CCN1CCN(C(=O)CSc2ccc(C)cc2)CC1 | -6 | 11 | -14 | -1 | 0.5 | 2 | 1 | 8 | 1 | -70
COc1cc(C(=O)N/N=C/c2coc3ccc(Cl)cc3c2=O)ccc1O | 0 | 33 | 18 | -13 | -0.2 | 2 | 3 | 7 | 0 | 5
O=C1CC(Cc2ccccc2)C(=O)N1c1ccccn1 (stereo unspecified) | -3 | 25 | -30 | -4 | 0.0 | -1 | -10 | -16 | -3 | -4
Cc1ccccc1Cc1c(C)nc2c(C(=O)N3CCN(Cc4ccc5c(c4)OCO5)CC3)cnn2c1C | -1 | 7 | -50 | -3 | -0.4 | 2 | 5 | 19 | -1 | 20
CN(C)Cc1cc(O)c(CN(C)C)cc1O | 1 | -22 | -19 | -4 | -7.7 | 5 | -4 | 1 | 0 | 9
O=C(NC(=S)Nc1ccccn1)c1ccccc1 | 5 | -1 | -179 | 2 | -32 | 4 | 3 | 1 | -5 | -133
C=CCn1c(-c2ccncc2)n[nH]c1=S | 1 | 11 | 1 | 4 | -0.2 | 1 | 1 | -3 | -2 | -4
Cc1cccc(NC(=O)C2CCN(C(=O)[C@@H]3Cc4ccccc4CN3)CC2)c1 | 2 | 13 | -32 | 2 | 3.2 | -3 | 14 | 2 | 0 | -19
COc1cc(/C=N/n2c(-c3cc(C)[nH]n3)n[nH]c2=S)cc(OC)c1O | · | 21 | 12 | 11 | -0.5 | 5 | 3 | -3 | 1 | 10
Cc1cc(C(=O)CSc2nnc(N)s2)c(C)n1CCc1ccc(F)cc1 | -2 | 7 | -12 | -1 | 2.2 | -4 | 7 | 16 | -4 | -30
CC1(C)CC(=O)C2=C(C1)c1c(ccc3ccccc13)NC2c1ccc(Br)o1 (stereo unspecified) | 1 | 14 | -87 | 2 | 0.4 | 0 | -1 | 16 | 1 | -4
CCCCc1nc2cc(C(=O)NCc3nccn3CC)ccc2o1 | 0 | 23 | -27 | -2 | 1.3 | -5 | 4 | 21 | 0 | -51
CC(C)CC(NC(=O)CNC(=O)C1O[C@@H]2OC(C)(C)O[C@@H]2[C@H]2OC(C)(C)O[C@@H]12)C(=O)O (stereo partly specified) | -1 | 16 | -1 | -6 | 1.2 | -2 | 5 | 20 | 0 | -84
Cc1ccc(N2CC(C(=O)N3CCc4ccccc4C3)CC2=O)cc1 (stereo unspecified) | 2 | 20 | -11 | -3 | -0.2 | -2 | 2 | 1 | 1 | -3
Cc1ccc(Cl)c2c1=NC(=O)C=2c1[nH]c(=S)[nH]c1O | 0 | 0 | 1 | 2 | -0.5 | -1 | 58 | 126* | 0 | -3
CC(=O)c1cccc(NC(=O)/C(=C/c2ccco2)NC(=O)c2ccco2)c1 | -1 | 10 | -2 | 2 | -0.3 | 1 | -2 | 0 | 0 | -11
CC1=NNC(=O)/C1=C\c1cn(-c2ccccc2)nc1-c1ccc(Cl)cc1 | -2 | 2 | -34 | -4 | -3.7 | -2 | ? | -64 | -7 | 98*
Cc1ccccc1-c1nc2cc(Cl)ccc2o1 | -2 | 20 | -1 | 5 | 2.6 | -2 | 18 | ? | -4 | -183
CCOC(=O)C1=C(SCC)c2cc3c(n2C1=O)CCCC3 | -2 | · | 6 | 0 | · | 0 | · | · | · | ·
CN1/C(=C\C=N\NC(=O)c2ccc(O)cc2)C(C)(C)c2ccccc21 | 10 | 41 | -10 | 3 | 0.0 | -1 | 1 | -4 | 0 | 8
Cc1cnc(=O)[nH]c1SCc1cccc([N+](=O)[O-])c1 | -2 | 16 | -2 | -5 | -0.2 | 0 | 11 | 18 | 1 | 8

Further records follow.
Sequence of screens – GSK3 alpha inh	AI-2 QS mod	KLF5 inh	IEC-6 tox	HIF act	HSP90 inh	HSF1 inh	HSF-1 act	GSK3B inh	aSyn UTR inh
> Nn1cnnc1N/N=C\c1ccc(-c2ccccc2[N+](=O)[O-])o1
 : ·	16	-20	20	-3.0	76*	14	38	-33	-48
> Cc1ccnc(Nc2nc3ccccc3s2)n1
 : -2	-7	-14	2	1.0	5	16	25	-2	-81
> O=C(/C=C/c1cccc([N+](=O)[O-])c1)N1CC[C@@]2(O)CCCC[C@H]2C1
 : 10	21	-20	-4	0.6	0	0	34	0	12
> C=C(C)Cn1c(CCCNC(=O)CCC)nc2ccccc21
 : 1	-4	6	4	0.2	2	1	9	0	8
> O=C(OCC(=O)C12CC3CC(CC(C3)C1)C2)c1ccc(O)cc1O
 : -1	28	·	·	-0.2	·	19	12	-2	-47
> Cc1ccc(S(=O)(=O)N(C)C)cc1NC(=O)COC(=O)COc1ccc2c(c1)CCC2
 : -1	14	·	·	-0.2	·	-4	7	2	1
> CCOC(=O)N1CCN(C(=O)C2CCCN(S(C)(=O)=O)C2)CC1 (stereo unspecified)
 : 0	28	11	2	0.0	7	4	24	-1	3
> Cc1ccc(C(=O)COC(=O)CNC(=O)c2cccs2)cc1C
 : -1	24	-2	6	-0.3	5	-6	-3	2	-1
> Cc1cc(C)cc(-n2nnnc2SCC(=O)Nc2nc(-c3ccc(F)cc3)cs2)c1
 : -1	15	-14	-3	0.2	0	-3	4	1	1
> CCC(CC)C(=O)Nc1ccc(Cl)c(Cl)c1
 : -1	1	-24	1	0.5	0	-3	5	-4	-14
> O=C(OC1CCN(c2ncc(C(F)(F)F)cc2Cl)CC1)c1ccccc1
 : -4	35	-2	-4	0.2	-2	2	14	-2	22
> C=CCNC(=S)NNC(=O)c1ccc([N+](=O)[O-])cc1
 : 4	-13	-15	2	-0.3	2	-1	-1	-2	-2
> COCCNC(=O)C(c1ccco1)N(C(=O)Cn1nnc2ccccc21)c1cccc(C)c1C (stereo unspecified)
 : -4	-8	-20	-3	-24	-2	-3	-14	-2	1
> COc1ccc(C(O)(C2CCCCC2)C(CN2CCOCC2)c2ccccc2)cc1 (stereo unspecified)
 : 0	11	3	-12	0.0	-2	3	22	0	13
> C=CCn1c(Cc2cccc3ccccc23)n[nH]c1=S
 : -3	4	10	0	0.1	-1	-9	7	0	18
> Cc1ccc(CSCC(=O)Nc2ccccc2F)cc1
 : ·	-1	-39	-3	1.8	-6	12	4	-1	-81
> COc1ccc(CCNC(=O)CCc2ccc(S(=O)(=O)NCC(C)C)cc2)cc1OC
 : -3	24	-14	4	-0.9	1	0	-10	1	-11
> Cc1ccc(OCC(=O)NNC(=O)c2ccoc2C)c(Br)c1
 : -1	22	-19	-1	1.4	3	-16	-28	-3	-23

Pulled one by one from above, 6 records:
Sequence of screens – GSK3 alpha inh	AI-2 QS mod	KLF5 inh	IEC-6 tox	HIF act	HSP90 inh	HSF1 inh	HSF-1 act	GSK3B inh	aSyn UTR inh
> Nn1cnnc1N/N=C\c1ccc(-c2ccccc2[N+](=O)[O-])o1
 : ·	16	-20	20	-3.0	76*	14	38	-33	-48
> CCn1c(SCC(=O)N2CCCc3ccccc32)nc2c(c1=O)SC(C)C2 (stereo unspecified)
 : 0	·	-25	-3	·	5	·	·	·	·
> Cc1cccc(NC(=O)C2CCN(C(=O)[C@@H]3Cc4ccccc4CN3)CC2)c1
 : 2	13	-32	2	3.2	-3	14	2	0	-19
> N#C/C(=C\c1ccc(OC(=O)c2ccccn2)cc1)C(N)=O
 : 10	20	-35	-3	0.8	7	-3	6	-18	-19
> Cc1cc(C)cc(-n2nnnc2SCC(=O)Nc2nc(-c3ccc(F)cc3)cs2)c1
 : -1	15	-14	-3	0.2	0	-3	4	1	1
> CN1/C(=C\C=N\NC(=O)c2ccc(O)cc2)C(C)(C)c2ccccc21
 : 10	41	-10	3	0.0	-1	1	-4	0	8
